Tn6 DDE FP: DD(E)-Tn6 binding inhibition, primary FP screen; Fibrin DD(E) TRITC-Tn6 fluorescence polarization displacement; 370,000 compounds, 0.21% hits; inhibition, % at 8.3 µM; P02675;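 active = inhibition above a per-campaign cutoff: mean of compounds within control limits plus 3 SD, cut at about 15% in these data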;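 note: 0% = median of all compound wells on the plate and 100% = blocking peptide control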
ASAP1 inh: inhibitors of human ASAP1 ArfGAP activity. Q9ULH1. ASAP1-stimulated ARF1 GTP hydrolysis, GDP FP detection. inhibition, % at 16.5 µM. 360,000 compounds, 0.19% hits; in the data active = inhibition above about 25%;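 note: 0% = vehicle with enzyme and substrate and 100% = no enzyme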
DDE Tn7 FP inh: disrupts Tn7 cyclic peptide binding to fibrin D-Dimer-E complex. AID 720508. inhibition, % at 8.3 µM. 370,000 compounds, 0.13% hits. P02675. FP displacement of FITC-Tn7 peptide from fibrin DD(E); 0% = median of compound wells per plate;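 active = inhibition above the mean of compounds falling within the control limits plus 3 SD of them, cut at about 14% in these data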;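 note: 0% = plate median of compound wells and 100% = 10 µM Aha-Tn7 peptide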
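assay system = human clot-derived fibrin DD(E) complex | quantity = Fibrin-DD(E) at 2 µM final | timing = 10 min preincubation, 3 h with tracer, room temperature | signal = fluorescence polarization | measure = percent inhibition | benchmarks = high control wells with 10 µM unlabelled Aha-Tn7 peptide (full inhibition) | replicates = singlicate testing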
PLC-gamma1 inh: inhibitors of human phospholipase C gamma1. inhibition, % at 12.2 µM. P19174. purified PLC-gamma1, fluorogenic substrate, fluorescence. 370,000 compounds, 0.84% hits; in the data active = inhibition above about 9.5%
PLC-beta3 inh: PLC-beta3 (human) inhibition, primary screen. 370,000 compounds, 0.18% hits. Purified PLC-beta3, fluorogenic substrate, fluorescence. inhibition, % at 12.2 µM; in the data active = inhibition above about 11%;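 note: 0% = median of compound wells on plate and 100% = full blocker control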
UHRF1 binding: blocks human UHRF1 binding to methylated DNA. inhibition, % at 4.4 µM. AID 687016. Q96T88. 370,000 compounds, 0.75% hits. UHRF1 binding to methylated oligo, TR-FRET; in the data active = inhibition above about 21%;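 note: UHRF1 SRA domain binding a hemimethylated CpG hairpin DNA probe; 0% = median of test compound wells and 100% = reference inhibitor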
Target sequence (Q96T88 whole entry, looked up, the tested form may be a part): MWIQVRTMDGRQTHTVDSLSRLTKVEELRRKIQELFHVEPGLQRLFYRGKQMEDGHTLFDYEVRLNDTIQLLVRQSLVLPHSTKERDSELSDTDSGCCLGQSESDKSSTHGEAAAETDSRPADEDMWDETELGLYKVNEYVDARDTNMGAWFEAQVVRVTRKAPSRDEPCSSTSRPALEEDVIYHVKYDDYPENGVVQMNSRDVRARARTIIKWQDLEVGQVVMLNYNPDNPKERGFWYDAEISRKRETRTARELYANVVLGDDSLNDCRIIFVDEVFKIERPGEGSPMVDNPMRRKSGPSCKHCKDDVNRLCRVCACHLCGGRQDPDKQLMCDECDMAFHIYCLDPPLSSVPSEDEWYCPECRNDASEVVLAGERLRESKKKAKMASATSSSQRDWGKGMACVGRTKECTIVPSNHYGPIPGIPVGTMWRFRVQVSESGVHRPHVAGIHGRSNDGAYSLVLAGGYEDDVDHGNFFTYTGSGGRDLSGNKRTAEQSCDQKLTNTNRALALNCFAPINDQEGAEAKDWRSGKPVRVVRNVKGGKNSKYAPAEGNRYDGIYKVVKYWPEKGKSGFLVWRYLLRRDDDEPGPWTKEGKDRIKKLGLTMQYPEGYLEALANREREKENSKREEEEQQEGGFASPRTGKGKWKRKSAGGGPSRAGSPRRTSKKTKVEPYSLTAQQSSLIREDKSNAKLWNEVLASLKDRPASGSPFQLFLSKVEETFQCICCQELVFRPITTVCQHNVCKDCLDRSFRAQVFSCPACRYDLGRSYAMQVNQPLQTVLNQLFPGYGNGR
NR1D1 modulator: modulates human Rev-erb alpha binding to DNA | P20393 | Rev-erbα–FITC-DNA binding, fluorescence polarization, 90 min | activity, % at 10 µM | 370,000 compounds, 0.79% hits | AID 1259318;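 active = activity above about 14%, limit read from the data; passing the limit was not always enough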;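 note: 0% = DMSO wells with 35 nM protein and 100% = DMSO wells with 750 nM protein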
sPLA2-III inh: Blocks human group III sPLA2 activity; QFRET BODIPY PC-A2 liposome hydrolysis, fluorescence; inhibition, % at 12.2 µM; 370,000 compounds, 0.56% hits;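 active = inhibition above mean plus 3 SD of compounds lying within the high and low control bounds, cut at about 19% in these data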;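 note: 0% = median of test compound wells and 100% = no enzyme DMSO wells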
KLK7 zymogen act: proKLK7 (human) activation, primary screen; P49862; purified proKLK7, EDANS-DABCYL substrate fluorescence; 100% is mature enzyme control, 0% vehicle; activation, % at 7 µM; 370,000 compounds, 0.9% hits;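 active = activation above the mean of all tested compounds plus 3 SD, computed per campaign excluding outliers beyond control limits, cut at about 13% in these data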
Target sequence (P49862 whole entry, looked up): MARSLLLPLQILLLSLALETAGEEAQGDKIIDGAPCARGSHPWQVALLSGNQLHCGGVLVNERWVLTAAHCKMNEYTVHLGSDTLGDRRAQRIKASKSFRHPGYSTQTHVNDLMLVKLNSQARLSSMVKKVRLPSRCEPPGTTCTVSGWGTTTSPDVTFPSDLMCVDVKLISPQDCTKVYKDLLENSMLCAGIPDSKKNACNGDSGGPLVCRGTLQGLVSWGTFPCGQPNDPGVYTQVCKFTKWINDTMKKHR
ARFGAP1 inh: inhibits rat ARF GTPase activating protein 1; Q62848; Arfgap1-stimulated ARF1 GTP hydrolysis, GDP FP detection; inhibition, % at 16.5 µM; 360,000 compounds, 0.26% hits;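 active = inhibition above a per-plate limit, mean inhibition of low control wells plus 3 SD, cut at about 25% in these data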;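 note: 0% = DMSO wells with enzyme and 100% = wells lacking Arfgap1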
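System: truncated rat Arfgap1 GAP domain / Medium: HEPES-based buffer, pH 7.5 / Also added: N-terminally truncated human ARF1-GTP substrate / Incubation: enzyme reaction 120 min at 25 °C after 20 min preincubation / Measured by: FP of antibody-bound GDP Alexa 633 tracer, ex 620/em 688 nm / Replicates: singlicate, each compound tested once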
Starred values were filed as active, the others as inactive; . = no result given; & = joins results of further samples.

Second line of a record: KLK7 zymogen act, PLC-gamma1 inh, ASAP1 inh, UHRF1 binding, PLC-beta3 inh, DDE Tn7 FP inh, ARFGAP1 inh, sPLA2-III inh, Tn6 DDE FP, NR1D1 modulator
> C[C@@H]1CN([C@@H](C)CO)C(=O)c2cccc(NC(=O)Nc3ccccc3)c2O[C@H]1CN(C)C(=O)Nc1cccc2ccccc12
→ -2.0, -13, -9, -2, -15, 3, -3, -17, 0, 5
> Cn1c(=O)c2c(ncn2CC(=O)N2CCN(S(=O)(=O)c3ccc(Cl)cc3)CC2)n(C)c1=O
→ 0.2, -2, 8, 0, -3, 10, -16, 0, -2, -1
> CCn1cnc2cc(NS(=O)(=O)c3ccc(C)cc3)ccc21
→ 0.6, 1, -4, -1, 2, 0, -1, -2, 4, -3
> O=C(COc1cc(Cl)c(Cl)cc1Cl)Nc1cccc(O)c1
→ -0.5, 1, -4, -4, -6, 9, -4, -20, 6, -3
> COc1cccc(OC)c1C(=O)Nc1ccc(S(=O)(=O)Nc2ncccn2)cc1
→ -0.3, 1, 6, -1, -6, 0, 28*, 4, -4, -2
> CC(C)C(=O)Nc1ccc([N+](=O)[O-])c(C(F)(F)F)c1
→ 0.1, -1, -2, 3, 2, 3, 1, 1, 7, 1&-6
> CC1(c2ccccc2)NC(=O)N(CC(=O)Nc2cc(Cl)ccc2N2CCOCC2)C1=O (stereo not given)
→ 0.1, 2, -4, -4, -3, 5, 0, -4, 10, 2
> COc1ccccc1/C=C/C=N/N1CCN(c2ccccn2)CC1
→ -4.0, -12, 1, 1, -10, -9, 4, -5, 7, 2
> C/C(=N\NC(=O)c1c(Br)c(C)nn1C)c1ccc(NC(=O)c2ccoc2C)cc1
→ -0.4, -2, 7, -2, 2, 3, -1, 8, 9, 1
> CC(=O)c1c(C)[nH]c(C(=O)OCC(=O)Nc2ccc(C)cc2[N+](=O)[O-])c1C
→ 0.4, 6, -15, 3, 3, 0, -1, 8, 2, -4

Carrying on:
Second line of a record: KLK7 zymogen act, PLC-gamma1 inh, ASAP1 inh, UHRF1 binding, PLC-beta3 inh, DDE Tn7 FP inh, ARFGAP1 inh, sPLA2-III inh, Tn6 DDE FP, NR1D1 modulator
> CCN(CC(=O)Nc1ccc(NC(C)=O)cc1)C(=O)Cc1c(Cl)cccc1Cl
→ 0.7, 5, 9, -5, -2, 1, -5, -1, 3, 0
> O=C(Nc1cccc(F)c1)N1CC=C(c2ccc(Cl)cc2)CC1
→ -0.1, -6, 15, 9, -6, 2, 0, -8, 1, -1
> COC(=O)c1cc(-c2ccc3ccccc3c2)c(=O)n2c1CCC2
→ -0.7, -95, ., -1, -130, 1, ., -9, -5, 3
> Cc1oc(-c2ccc(Cl)cc2)nc1CN1CCC(C(=O)NCCCN2CCCC(C)C2)CC1 (stereo not given)
→ 0.5, 3, 13, 0, -4, 4, 3, -4, 10, -9
> COc1ccc(CN2C[C@@H](CO)O[C@@H](n3cnc4c(NCc5cc(OC)c(OC)c(OC)c5)ncnc43)C2)cc1
→ 0.8, 2, 1, 1, 0, 3, 4, -2, 1, -5
> CC1CN(c2ccccc2)C(=O)CS1 (stereo not given)
→ -0.3, 0, -16, 2, 1, -3, 5, 1, 3, -4
> CN(C)S(=O)(=O)c1ccc(Cl)c(NC(=O)C2CCN(S(=O)(=O)c3cccs3)CC2)c1
→ -0.6, -1, 15, 0, -6, 7, -4, -6, -6, -5
> COc1cccc(N2CCN(C(=O)c3ccc(CSc4nc5ccncc5[nH]4)cc3)CC2)c1
→ 0.2, 1, 10, 1, 1, -7, -5, -35, 4, 0
> CC(=O)C1=CCC(c2ccc(Cl)c(Cl)c2)N(S(=O)(=O)c2ccc(C)cc2)C1 (stereo not given)
→ -1.0, -4, -2, 17, -5, -2, 3, 1, -5, 4
> Cc1c(NC(=O)OCc2ccccc2)c(=O)n(-c2ccccc2)n1C
→ -0.3, 5, 8, 0, 6, -3, 5, 4, -8, -2

(further entries)
Second line of a record: KLK7 zymogen act, PLC-gamma1 inh, ASAP1 inh, UHRF1 binding, PLC-beta3 inh, DDE Tn7 FP inh, ARFGAP1 inh, sPLA2-III inh, Tn6 DDE FP, NR1D1 modulator
> CCOC(=O)c1ccc(Nc2ccc([N+](=O)[O-])cn2)cc1
→ -0.1, 1, -10, -2, 1, -6, -13, -2, -3, -2
> CCOC(=O)N1CCN(C(=O)CN(c2ccccc2OC)S(=O)(=O)c2ccc(OC)cc2)CC1
→ 0.1, 1, 2, 1, -4, 0, 0, 0, 2, -1
> CCc1nc(N2CCN(C(=O)c3ccccc3)CC2)c(C#N)c2c1COC(C)(C)C2
→ 1.2, -95, 0, -2, -78, 9, -10, -10, 0, -7
> O=C(NC1CCN(Cc2ccccc2)CC1)c1c(Cl)cccc1Cl
→ -0.3, 2, -4, -1, -2, -2, -4, 0, -1, 5
> Cn1c(=O)c2c(nc(Br)n2CCSc2ncccn2)n(C)c1=O
→ 1.2, 1, 0, 3, -1, 3, 6, 3, -1, -4
> Brc1ccc(/C=N/N2CCN(C3c4ccccc4-c4ccccc43)CC2)s1
→ -0.1, 1, 3, -2, -2, 1, 7, -7, -2, -1
> O=C(Nc1ccc([N+](=O)[O-])cc1Cl)c1cccc([N+](=O)[O-])c1
→ 0.5, 1, -2, 6, 1, -1, 16, 2, -2, -17
> CC(=O)N1c2c(cc(Br)cc2S(=O)(=O)N2CCN(c3ccccc3F)CC2)CC1C (stereo not given)
→ 0.3, -1, -1, -2, -2, 0, -4, -9, -2, 0
> COc1cc(CNc2ncnc3c2ncn3[C@H]2CN(Cc3ccncc3)C[C@@H](CO)O2)cc(OC)c1OC
→ 0.0, -1, 3, -1, -2, 0, 7, 2, 6, -5
> CC(C)NC(=O)C1C(c2ccccc2)=Nc2ccccc2N1C(=O)c1ccc(C(F)(F)F)cc1 (stereo not given)
→ 1.4, -3, -6, -2, -5, -5, 3, 1, -6, -3

New compounds follow.
Second line of a record: KLK7 zymogen act, PLC-gamma1 inh, ASAP1 inh, UHRF1 binding, PLC-beta3 inh, DDE Tn7 FP inh, ARFGAP1 inh, sPLA2-III inh, Tn6 DDE FP, NR1D1 modulator
> CCOC(=O)c1cccc(NC(=O)c2ccco2)c1
→ 0.2, 1, -11, -2, 3, -6, -13, 4, 4, -6
> CN1C(=O)S/C(=C\c2ccccc2OCc2ccc(C(=O)O)cc2)C1=O
→ -0.1, 1, 1, -3, -2, -4, -9, -5, -3, -5
> O=C(NCc1ccccc1)C(c1cccnc1)N(C(=O)c1ccccn1)c1ccccc1F (stereo not given)
→ 0.0, 1, -9, 2, -4, 5, 0, 2, -2, 4
> O=c1[nH]c(CN2CCc3ccccc3C2)nc2ccccc12
→ -0.4, -26, 3, -9, -24, 0, 8, -6, -6, -4
> CCOc1ccc(-n2c(Cc3cc(=O)[nH]c(=O)[nH]3)nnc2SCC(=O)NC2CCCC2)cc1
→ -0.1, 3, 5, 3, 0, -2, 1, -24, 5, -1
> COc1ccc(NC(=O)c2cncn2-c2ccccc2)cc1
→ 0.2, 1, 5, -2, -3, -7, 8, -2, 4, -2
> C=CCn1c(=O)c2ccccc2n2c(=S)[nH]nc12
→ 0.1, 3, -4, 1, -5, 1, 19, 18, -3, 4
> COc1ccc(-c2c(-c3ccc4c(c3)OCO4)noc2C)cn1
→ -0.5, 2, 11, 1, 1, -4, 8, 9, -1, -1
> COc1cc(N2C(=O)C=CC2=O)ccc1N1C(=O)C=CC1=O
→ 0.3, -9, 6, -1, -8, -6, -7, -11, -6, 0
> Cc1cc(C(=O)O)sc1C
→ 0.6, 4, 0, -1, 4, 1, 3, 3, 0, 7

(further entries)
Second line of a record: KLK7 zymogen act, PLC-gamma1 inh, ASAP1 inh, UHRF1 binding, PLC-beta3 inh, DDE Tn7 FP inh, ARFGAP1 inh, sPLA2-III inh, Tn6 DDE FP, NR1D1 modulator
> CCOC(=O)c1c(C)[nH]c(C(=O)COC(=O)c2ccc([N+](=O)[O-])o2)c1C
→ 0.3, 2, 2, -2, -1, -3, -13, -3, -3, -8
> O=C(CCCl)Nc1nnc(SCC(=O)NC2CCCC2)s1
→ 0.0, 0, -4, 2, -12, 5, -3, 11, 3, 5
> CC(C)OCCCNC(=O)C1CCC(CNS(=O)(=O)c2ccccc2)CC1 (stereo not given)
→ 1.2, 6, -21, 7, -1, -11, 3, 11, 1, -1
> CCOc1cc(C(=O)OCc2cccc(OC)c2OC)ccc1OCC(=O)N1CCOCC1
→ -0.8, 1, 10, 1, -8, 6, 10, -4, -6, 2
> CC(CC(=O)Nc1ccc(F)cc1)S(=O)(=O)c1ccc2c(c1)NC(=O)CO2 (stereo not given)
→ 0.1, 4, 5, 2, -2, 4, 2, 6, 0, -2
> Cc1[nH]nc2c1[C@@H](c1ccccc1[N+](=O)[O-])C(C#N)=C(N)O2
→ -1.0, -67, 9, -9, -92, 4, 1, -4, -3, -6
> O=C(Nc1ccccc1-c1nnn(CC(=O)N2CCCc3ccccc32)n1)c1ccc(Cl)cc1
→ -0.6, 1, 1, -1, 2, -2, -5, 4, -6, 1
> COc1ccc(S(=O)(=O)NCC(c2ccc3c(c2)OCO3)N2CCN(C)CC2)cc1OC (stereo not given)
→ 0.9, -1, 0, 1, 2, 0, -1, 0, 4, -9
> COC(=O)CCNS(=O)(=O)c1ccc2nsnc2c1
→ -0.2, -1, -12, -4, 1, 5, 2, 3, 8, 0
> CC(C(=O)N1CCOCCOCCOCC1)N1C(=O)c2ccccc2C1=O (stereo not given)
→ -0.5, 1, 15, 1, 0, 9, 14, 4, 6, 1

Remaining list, next part:
Second line of a record: KLK7 zymogen act, PLC-gamma1 inh, ASAP1 inh, UHRF1 binding, PLC-beta3 inh, DDE Tn7 FP inh, ARFGAP1 inh, sPLA2-III inh, Tn6 DDE FP, NR1D1 modulator
> CCOC(=O)c1nc(N/N=C/c2ccccc2)sc1Br
→ -0.6, -2, 4, 3, -4, 1, -9, 1, -2, 3
> CC1(C)CC(O)(CNCc2ccc3c(c2)OCO3)CCO1 (stereo not given)
→ -1.1, 0, 3, -1, 2, 2, 4, 6, 1, -2
> Oc1ccccc1-c1n[nH]c(=S)n1Cc1ccccc1
→ -0.2, -3, 1, 0, -13, 0, 7, 17, -4, -2
> C[C@H](CO)N1C[C@H](C)[C@@H](CN(C)S(=O)(=O)c2ccccc2)Oc2c(NS(=O)(=O)c3cccs3)cccc2C1=O
→ 0.5, 2, -1, -2, 1, 4, -13, -11, -4, -5
> Fc1ccc(-c2cnc[nH]2)cc1
→ -0.1, 3, 6, 18, 4, -4, -7, -1, -2, -3
> Cc1cnc(-c2nnc(N(C)C(=O)c3cccnc3)s2)cn1
→ 42*, -38, -10, -1, -49, -2, -1, 5, 1, -2
> Fc1ccc(COc2ccc(/C=N/n3cnnc3)cc2)cc1
→ -0.4, 0, 2, 0, 0, 2, -3, -5, 3, -3

Bioassay records deposited in PubChem by several laboratories.

The order is random; any-hit rate near 4.5%.
